3CLpro inhibitor – SARS-CoV 3CLpro protease inhibition. P0C6X7. inhibition, % at 6 µM. AID 1706. recombinant SARS-CoV 3CLpro, quenched FRET peptide cleavage. 0.14% of 290,000 active; in the data active = inhibition above about 12%
TcdB GH inh – blocks C. difficile toxin B glycohydrolase activity; P18177; TcdB glycohydrolase enzymatic assay, plate reader; inhibition, % at 9.99 µM; 0.24% of 350,000 active; AID 652162; in the data active = inhibition above about 10%
MazF activator – MazEF (E. coli) toxin RNase activation | FAM/BHQ RNA-DNA oligo cleavage fluorescence, 5 h | activation, % at 20 µM | 0.32% of 350,000 active | AID 504720; in the data active = activation above about 50%
Rv3671c inh – inhibits the M. tuberculosis serine protease Rv3671c; inhibition, % at 5.96 µM; 0.048% of 320,000 active; AID 2606; in the data active = inhibition above about 38%;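 note: extracellular domain of Rv3671c used as enzyme; 0% = enzyme with DMSO and 100% = no enzyme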
DUSP3 inh – DUSP3 (human) phosphatase inhibition. P51452. recombinant VHR phosphatase, pNPP absorbance. inhibition, % at 13.3 µM. 0.52% of 290,000 active; in the data active = inhibition above about 50%; note: some compounds called inactive have numbers as strong as hits
PriA SSB inh – inhibitors of Klebsiella pneumoniae PriA binding to SSB C-terminal tail. AlphaScreen SSBct-PriA binding, biotinylated peptide. inhibition, % at 33 µM. 0.6% of 430,000 active; in the data active = inhibition mostly above about 37%, no sharp cut-off; inactive = mostly below about 20%;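 note: plate controls were negative control peptide for no effect and reference peptide for full effect; strong numbers were not always called active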
PrPC surface inh – reduces human prion protein on the cell surface. 0.43% of 370,000 active. inhibition, % at 13.8 µM. AID 720596. P04156. cell surface PrPC, TR-FRET read-out; in the data active = inhibition above about 24%; note: 0% = median of the test wells and 100% = reference compound wells
Yp Topo-I inh – inhibitors of Yersinia pestis topoisomerase I. Y. pestis Topo-I cleavage product accumulation, plate reader. activity, % at 10 µM. 0.064% of 360,000 active. AID 504884; in the data active = activity above about 50%, passing the limit was not always enough; note: inactives centre near 2
BH1578 lux ind – inducers of Vibrio cholerae quorum light production without autoinducers. 0.16% of 350,000 active. activation, % at 18.7 µM. V. cholerae BH1578 lux reporter, luminescence, 6 h. AID 588436; in the data active = activation mostly above about 9.7%, no sharp cut-off; note: not every result past the cut was called active; inactives centre near 0; reference of the scale not given here
CCHF vOTU inh – blocks the CCHF virus ovarian tumor domain protease. CCHFV vOTU protease, Pep-AMC fluorescence. inhibition, % at 11.5 µM. 0.55% of 370,000 active. AID 651958; in the data active = inhibition above about 30%; note: 0% = vehicle wells with enzyme and 100% = no enzyme wells
* hit, by the source's call; i = inactive; nt = not tested or not shown; & = joins results of further samples.

SMILES	3CLpro inhibitor	TcdB GH inh	MazF activator	Rv3671c inh	DUSP3 inh	PriA SSB inh	PrPC surface inh	Yp Topo-I inh	BH1578 lux ind	CCHF vOTU inh
CN1C(=O)CC(N2CCC(C(N)=O)(N3CCCCC3)CC2)C1=O (stereo unspecified)	-1	nt	3	0	-1	-14	-7	-7	-0.2	0
CCOc1c(Br)cc(C(N)=O)cc1OCc1ccccc1	0	2.5	-7	-9	-5	-6	-1	0	-0.6	6
Cc1ccc(S(=O)(=O)N(C)S(=O)(=O)c2ccc(C)cc2)cc1	nt	0.4	-5	-3	nt	-7	4	-6	-0.2	-27
O=C(NC1CCCCC1)C(c1ccccc1)N1CCOCC1 (stereo unspecified)	-1	nt	1	0	29	-7	2	2	4.2	-1
CN(C(=O)COC(=O)c1nc(Cl)c(Cl)c(Cl)c1Cl)C1CCS(=O)(=O)C1 (stereo unspecified)	3	2.2	11	nt	-3	-11	-4	7	i	3
Cc1cc2nc(N)sc2cc1[N+](=O)[O-]	-1	nt	-10	-12	16	3	-16	-5	i	12
Cc1nc2scc(C)n2c(=O)c1S(=O)(=O)Nc1ccc(N2CCN(S(C)(=O)=O)CC2)cc1	2	0.2	9	-15	29	-9	9	-5	-0.6	6
COc1ccc(-c2cn[nH]c2C)cc1OC	3	0.5	-4	-1	-3	-6	-1	3	-0.5	1
CCNC(=S)NS(=O)(=O)c1ccc(F)cc1	-2	-0.1	2	-3	15	-24&-4	-15	-15	-0.1	-2
COc1cc2[nH]c(=S)nc(NCc3ccccc3)c2cc1OC	-4	2.8	7	-9	16	9	1	3	i	-1
O=C(O)CCc1ccc(-c2ccccc2)n1-c1cccc(C(=O)O)c1	-1	-0.5	4	-6	nt	-10	0	1	-1.0	9
CN(C)CCNC=C(C(=O)Nc1ccc(Cl)cc1Cl)C(=O)Nc1ccc(Cl)cc1Cl	-3	nt	-2	-4	-9	5	5	-7	i	7
COC(=O)N/N=C/c1c[nH]c2ccccc12	2	1.6	-3	-12	-2	nt	-8	-1	i	6
COc1ccc(N2CC(NS(=O)(=O)c3ccc(F)cc3)CC2=O)cc1 (stereo unspecified)	nt	1.6	4	-3	nt	9	1	-2	-11	2
O=C(Nc1ccccc1Cl)c1c(F)c(F)c(F)c(F)c1F	0	nt	-1	7	nt	-4	-4	4	i	-10
O=C(NCCN1CCOCC1)c1ccccc1N1C(=O)[C@@H]2Cc3c([nH]c4ccccc34)C(c3ccc(F)cc3)N2C1=O (stereo partly specified)	6	-0.4	-8	-5	28	4	-7	15	-0.5	2
C/C(CC(=O)NC(C)(C)C)=N\NC(=O)COc1ccc(C)cc1Br	8	1.2	6	3	18	nt	5	19	-0.4	4
O=C(Cc1ccccc1[N+](=O)[O-])N/N=C/c1cccnc1	-2	0.6	7	5	11	nt	-5	3	0.5	-9
Cc1ccc(C)c(/C(O)=C2\C(=O)C(=O)N(CCCn3ccnc3)C2c2ccncc2)c1 (stereo unspecified)	0	nt	6	-3	15	nt	11	-4	i	11
CCn1c(Cc2ccccc2)nnc1SCc1ccc([N+](=O)[O-])cc1	-1	1.1	-3	8	21	1	-7	11	-0.8	3
CC1[C@H]2Cc3ccc(O)cc3[C@]1(C)CCN2C (stereo partly specified)	nt	0.6	6	nt	nt	-3	-2	4	-0.2	2
O=C(/C=C/c1cccc(F)c1)Nc1cc(S(=O)(=O)N2CCOCC2)ccc1N1CCCC1	0	1.0	-12	-6	-7	3	7	-8	-0.3	-11
CCCOc1ccc(S(=O)(=O)NCCN2CCOCC2)c2ccccc12	2	nt	4	-1	1	-3	5	14	i	0
CCCCNC(=O)CC1Nc2ccccc2NC1=O (stereo unspecified)	-2	0.4	3	1	20	-7	3	3	-0.2	-6
Cc1ccc(C)c(N2CCN(C(=O)C3CCCN(c4ncnc5c4nc4n5CCCCC4)C3)CC2)c1 (stereo unspecified)	2	4.0	5	-3	18	21	-2	21	i	8

(further entries)
SMILES	3CLpro inhibitor	TcdB GH inh	MazF activator	Rv3671c inh	DUSP3 inh	PriA SSB inh	PrPC surface inh	Yp Topo-I inh	BH1578 lux ind	CCHF vOTU inh
O=C(CCNC(=O)c1ccccc1Cl)Nc1cccc(S(=O)(=O)N2CCCCC2)c1	nt	0.0	-1	nt	nt	5	-4	7	1.4	-3
COc1cccc(-c2nc(C(N)=O)c3[nH]c(=O)n(-c4cccc(Cl)c4)c3n2)c1OC	-1	-0.8	-2	3	1	-3	-10	13	-0.3	1
OC(C#CCN1CCOCC1)(c1ccccc1)C1CCCCC1 (stereo unspecified)	-2	nt	2	-2	2	-2	5	9	i	11
Cc1cccc(OCc2nnc(SCC(=O)Nc3ccc(N4CCOCC4)cc3)o2)c1	-2	1.2	-2	-8	2	10	4	2	-1.5	3
CC1(C)C2CCC(CN=C(N)CSS(=O)(=O)O)C1C2 (stereo unspecified)	nt	-0.6	0	nt	nt	nt	-10	9	-4.5	10
CC(=O)OCc1c(C(F)(F)F)nn(C)c1Oc1ccccc1	-3	nt	1	8	-7	-10	1	2	i	2
CC(OC(=O)CN1C(=O)c2ccccc2C1=O)C(=O)NC1(C#N)CCCCC1 (stereo unspecified)	nt	1.7	7	2	nt	-1	-4	-5	i	10
Cc1ccc(C(=O)OCc2nnc(-c3ccc(Br)cc3)o2)cc1	3	0.6	-6	6	8	-16	-6	40	-0.2	-2
Cc1cccc(C)c1N(CC(=O)N1CCOCC1)S(C)(=O)=O	1	0.5	7	7	-4	-10	-1	5	-0.3	-6
CCC(=O)c1ccc(N2CCN(C(=O)c3cc([N+](=O)[O-])ccc3N3CCN(C)CC3)CC2)c(F)c1	-7	nt	0	8	21	9	-15	-5	i	-1
O=C(NNC(=O)c1cc2ccccc2cc1O)Nc1ccccc1F	3	-1.7	4	5	24	-5	-4	-16	-0.1	7
Cc1cc(C(F)(F)F)nc(SCC(=O)NC2CC3CCC2C3)n1 (stereo unspecified)	3	nt	-3	2	6	-26	12	-10	-0.3	8
CC12CCC3c4ccc(OCC(=O)O)cc4CCC3C1CCC2=O (stereo unspecified)	nt	-0.2	9	nt	nt	-2	3	-6	i	3
Cc1cc(OCC(=O)Nc2cccc(S(=O)(=O)NC3=NCCCCC3)c2)ccc1Cl	3	nt	-3	-1	21	-7	20	20	i	15
CC1(C(=O)Nc2ccc3c(c2)OCO3)CCN1C(=O)CCC1CCCC1 (stereo unspecified)	nt	-0.9	nt	nt	nt	nt	9	12	i	14
COc1cc(SC)ccc1C(=O)N1CCN(S(=O)(=O)/C=C/c2ccccc2)CC1	nt	-0.2	-3	4	nt	4	-5	14	i	5
COc1ccc(C)cc1Nc1nc(N)c2cc(OC)c(OC)cc2n1	10	nt	11	12	16	3	nt	-21	i	nt
CCS(=O)(=O)Nc1ccc(C2=NN(C(=O)c3ccccc3)C(c3cccs3)C2)cc1 (stereo unspecified)	2	1.0	-4	-16	18	3	2	-3	-0.4	7
Cc1cc(C)c(NC(=O)Cn2cc3c(n2)CCCC3)c(C)c1	2	-13	2	5	9	-12	12	-1	-0.2	12
CCC1Oc2ccc(C)cc2N(CC(=O)NCc2ccccc2OC)C1=O (stereo unspecified)	-2	nt	3	14	19	3	10	4	i	5
O=C1c2cccc(OCC(=O)N3N=C(c4cccs4)CC3c3ccc(F)cc3)c2CCN1Cc1cccnc1 (stereo unspecified)	0	nt	4	-15	12	26	1	25	-0.3	-2
Cc1cc(C)cc(N(CC(=O)Nc2c(C)n(C)n(-c3ccccc3)c2=O)S(C)(=O)=O)c1	4	nt	7	-5	29	-5	1	0	i	7
O=C(N/N=C/c1ccc([N+](=O)[O-])o1)C1CC1	-3	-0.4	3	-3	5	nt	-46	3	-0.3	32*
COc1ccc(-c2nc(CS(=O)CC(=O)NCc3cccnc3)c(C)o2)cc1 (stereo unspecified)	-2	0.4	2	9	29	1	-12	4	i	14
CN(Cc1nccn1C)C(=O)CC1C(=O)NCCN1CC(c1ccccc1)c1ccccc1 (stereo unspecified)	1	-3.3	-32	-4	19	10	3	4	i	20

New compounds follow
SMILES	3CLpro inhibitor	TcdB GH inh	MazF activator	Rv3671c inh	DUSP3 inh	PriA SSB inh	PrPC surface inh	Yp Topo-I inh	BH1578 lux ind	CCHF vOTU inh
CCCOc1ccc(CCCN=C(N)N)cc1Cl	-1	0.9	15	0	9	-1	-1	-16	i	-2
S=c1[nH]nc(CSc2nc3ccccc3s2)n1C1CCCCC1	6	nt	-12	-5	-1	18	-6	-4	0.5	5
Cc1ccc(SCCC(=O)NCc2ccco2)cc1	-2	nt	7	7	-5	-9	4	-9	0.4	4
COc1ccc(CNCCCn2cnc(C(=O)Nc3ccc(C)c(C)c3)n2)cc1	nt	0.5	7	nt	nt	-6	-2	5	-0.7	-1
O=C1CC(c2ccc(Cl)c([N+](=O)[O-])c2)c2ccc3ccccc3c2N1 (stereo unspecified)	1	nt	1	-10	-4	-1	-3	20	0.1	-18
CCN(Cc1ccccc1)C(=O)Cn1cc2c(n1)CCCC2	-1	-3.0	1	2	32	-8	7	16	-0.4	13
COc1ccc(C(C(=O)NC2CCCC2)N(Cc2ccc(C)cc2)C(=O)c2ccn[nH]2)cc1OC (stereo unspecified)	2	nt	-1	-2	11	1	-1	-5	i	-6
COC(=O)N/N=C/c1ccc(Oc2ccccc2)cc1	-3	-0.2	4	-1	13	nt	1	3	-0.1	2
CCN(CC)C(=O)Oc1ccc2c(c1)O/C(=C\c1ccco1)C2=O	-2	-0.8	0	-9	20	7	-7	20	0.1	1
CN(C)S(=O)(=O)c1cccc(C(=O)Nc2ccc(C(=O)Nc3cccc(S(N)(=O)=O)c3)cc2)c1	nt	1.6	9	-18	nt	-14	-6	-16	2.0	10
COc1cccc2c1C(=O)c1c(O)c3c(c(O)c1C2=O)CC(O)(C(C)=NO)CC3OC1CC(N)C(O)C(C)O1 (stereo unspecified)	nt	-24	i	nt	nt	38	-41	-44	5.6	3
Cc1cc(NS(=O)(=O)c2cccc([N+](=O)[O-])c2)no1	0	0.4	-2	-2	-9	7	-5	11	i	-8
Cc1ccc(N(CC(=O)O)S(C)(=O)=O)cc1	-1	1.0	2	-3	-3	-12	6	4	-0.6	17
O=C(O)CCCc1nc(-c2ccc(Cl)cc2)no1	-1	nt	-4	-15	39	-19	3	5	nt	1
COc1cc2c(cc1NC(=O)C(Cl)Cl)-c1ccc(NC(=O)C(Cl)Cl)cc1C2	nt	0.8	9	nt	nt	-3	-11	-22	i	6
O=C(NCCN1CCOCC1)c1ccc2c(c1)N(Cc1ccccc1)C(=O)c1ccccc1S2	4	0.1	10	-3	-36	-8	6	16	i	-10
CCCC(=O)Nc1ccc(C(=O)COC(=O)c2cc(C)oc2C)cc1	nt	-0.2	7	-3	nt	6	2	14	0.4	8
COc1cc(C(=O)N/N=C/c2ccc3c(c2)c2ccccc2n3C)ccc1O	-11	-0.1	2	nt	21	nt	9	-8	i	3
Cc1oc(C(N)=O)nc1-c1ccccc1	1	1.0	2	-1	22	-16	-4	9	i	-4
CCOc1ccccc1CNC(=O)c1nn(C)c2c1CS(=O)(=O)c1ccccc1-2	2	0.7	1	-8	-9	4	0	25	-4.6	8
O=C(N[C@@H](Cc1ccc(O)cc1)C(=O)O)c1ccncc1	nt	-5.1	8	-7	nt	-8	0	1	-0.3	14
CCN(CC)S(=O)(=O)c1ccc2nc(CCl)[nH]c2c1	0	1.1	-1	1	16	-4	0	2	-1.3	-2

Reformatted bar-delimited: 4 of the compounds above
Molecule | 3CLpro inhibitor | TcdB GH inh | MazF activator | Rv3671c inh | DUSP3 inh | PriA SSB inh | PrPC surface inh | Yp Topo-I inh | BH1578 lux ind | CCHF vOTU inh
COc1cccc2c1C(=O)c1c(O)c3c(c(O)c1C2=O)CC(O)(C(C)=NO)CC3OC1CC(N)C(O)C(C)O1 (stereo unspecified) | nt | -24 | i | nt | nt | 38 | -41 | -44 | 5.6 | 3
O=C(NCCN1CCOCC1)c1ccc2c(c1)N(Cc1ccccc1)C(=O)c1ccccc1S2 | 4 | 0.1 | 10 | -3 | -36 | -8 | 6 | 16 | i | -10
Cc1ccc(N(CC(=O)O)S(C)(=O)=O)cc1 | -1 | 1.0 | 2 | -3 | -3 | -12 | 6 | 4 | -0.6 | 17
CCCC(=O)Nc1ccc(C(=O)COC(=O)c2cc(C)oc2C)cc1 | nt | -0.2 | 7 | -3 | nt | 6 | 2 | 14 | 0.4 | 8

The list is partial (hit frequency here may not be typical).
